RT RNaseH block = blocks HIV-1 RNase H cleavage of RNA/DNA duplex | inhibition, % at 10 µM | P04585 | actives 1.9% (n = 65,000) | AID 565 | RT-RNase H RNA/DNA duplex cleavage, fluorescence; in the data active = inhibition above about 50%
RmlC RmlD mix = RmlC/RmlD inhibition, mixture screen; inhibition, % at 5.5 µM; RmlC/RmlD coupled enzyme inhibition, 384-well mixture HTS; actives 0.39% (n = 110,000); in the data active = inhibition above about 30%, passing the limit was not always enough; inconclusive = no clear call, values can overlap the other calls; also: strong numbers were not always called active
Starred values were filed as active, the others as inactive; ? = inconclusive; · = not tested or not shown; + = active, no number. An excerpt. The share of hits here may be higher or lower than overall.

| mol | RT RNaseH block | RmlC RmlD mix |
| --- | --- | --- |
| C=CCOC(=O)C1=C[C@@H](c2csc3ccccc23)C[C@@H](OCCCCO)O1 | · | 7 |
| O=c1[nH][nH]c(C(F)(F)F)c1C=NCc1ccccc1Cl | · | -5 |
| O=C(N/N=C/c1cccc(C(F)(F)F)c1)c1cc2c(s1)-c1ccccc1CC2 | · | -101 |
| Cn1c(=O)c2c(nc(NCc3ccccc3)n2C)n(C)c1=O | 2 | -119 |
| COc1ccc(CNC(=O)CCCn2c(SCC#N)nc3cc4c(cc3c2=O)OCO4)cc1 | · | 3 |
| CN(C)C(=O)COC(=O)[C@H](Cc1ccccc1)NC(=O)c1ccco1 | · | -1 |
| CCOC(=O)N1CCC(n2c(SCC(=O)N3CCC(C)CC3)nc3ccccc3c2=O)CC1 | · | 7 |
| O=C(Cn1cc(C(=O)c2ccco2)c2ccccc21)NCc1ccco1 | · | -1 |
| CC1CCN(C(=O)C2CCN(S(=O)(=O)c3cccc4nonc34)CC2)CC1 | · | -8 |
| CCC(=O)Nc1c(OC(=O)CC)ccc2c(C)cc(=O)oc12 | -9 | + |
| CCOc1ccc(NC(=O)C2CC(=O)N3CCCN=C3S2)cc1 (stereo unspecified) | 4 | -23 |
| CCOC(=O)C1=C(C)NC(=O)C(C#N)C1c1ccco1 (stereo unspecified) | -16 | -13 |
| COc1ccc(C2/C=C\CN(Cc3ccc(N(C)C)cc3)CC(=O)N2Cc2ccc(F)cc2)cc1 (stereo unspecified) | · | 23 |
| O=S(=O)(c1ccc(N2CCCC2c2nc3ccccc3s2)nc1)N1CCOCC1 (stereo unspecified) | -13 | 9 |
| CC1(C)CC(=O)C(CC2=C(O)CC(C)(C)CC2=O)C(=O)C1 | -17 | -12 |
| CC1=NN(c2ccccc2)C(=O)/C1=C/c1cc2cc(C)ccc2nc1N1CCCCC1 | · | -7 |
| CCCCCCOc1ccc(CN2CCN(C)CC2)cc1 | 0 | 11 |
| Cc1ccccc1OCC(=O)NNC(=O)c1ccc(-c2ccccc2)cc1 | · | 6 |
| Cc1ccccc1-n1c(=O)cc(N2CCc3ccccc32)[nH]c1=O | · | -12 |
| CCN1CCN(CC(=O)c2c(C)n(C)c3ccc(OC)cc23)CC1 | · | -6 |
| O=C(NCC1CCCO1)c1ccc2ccccc2n1 (stereo unspecified) | · | 5 |
| O=C(O)CNC(=O)c1ccc2c(c1)OCCO2 | -6 | -8 |
| COc1cccc(/C(O)=C2/C(=O)C(=O)N(CCCN(C)C)C2c2cccc(Cl)c2)c1 (stereo unspecified) | -7 | · |
| CCc1ccccc1Nc1ccc(C(=O)O)cc1N | -11 | -15 |
| Cc1cc(C)c2[nH]c(=S)cc(C)c2c1 | · | -7 |
| C=CCOC(=O)C(=O)/C=C/c1c(C)n(C)n(-c2ccccc2)c1=O | · | -12 |
| CC(C)(C)c1ccc(S(=O)(=O)Nc2cccnc2)cc1 | · | 9 |
| Cc1ccc(NC(=O)OCCN2CCN(Cc3ccccc3)CCC2=O)cc1 | · | -8 |
| CCCSc1nsc(N)n1 | · | 2 |
| COC(=O)CSc1cc(C)nc2ccc(OC)cc12 | · | 5 |
| Cc1cccc(OCC(=O)NNC(=O)CSc2ncc(C#N)c(N)n2)c1 | · | 0 |
| CSc1ccc(/C=N/n2c(C)cc(C)cc2=O)cc1 | -11 | -12 |
| C=CCN1C(=O)CS/C1=N/c1nccs1 | -4 | 5 |
| Cc1cc(O)c(NC(=O)c2ccc(Br)o2)cc1C | -1 | -12 |
| CC(C)(SC(=S)N1CCOCC1)C(=O)O | · | -3 |
| COC(=O)C1=C(C)N(C)C(=O)/C1=C\c1cccs1 | · | -4 |
| C=C(C)C(=O)N1CC2(CC(c3cccc(NC(=O)c4ccccc4)c3)=NO2)C[C@@H]1C(N)=O (stereo partly specified) | · | -14 |
| CC(=O)c1nn(-c2cccc(Br)c2)cc1C(=O)c1ccccc1 | · | -10 |
| COC(=O)Nc1ccc(S(=O)(=O)N(CCO)CC(F)(F)C(F)F)cc1 | 0 | 10 |
| COCCOC(=O)c1c(C)oc2ccc(OC(=O)c3cccs3)cc12 | -51 | -7 |
| O=C(NNc1ccc([N+](=O)[O-])cc1)C1CC2CCCC(C1)C2=O (stereo unspecified) | · | 0 |
| CC(=O)c1cc(-c2ccccc2)n(CC(=O)NC2CCCC2)c1C | · | 7 |
| COc1cccc(N=C2SC(C(=O)Nc3ccc(F)cc3)CC(=O)N2C)c1 (stereo unspecified) | -10 | 6 |
| CN1CCN(CCP(=O)(c2ccccc2)c2ccccc2)CC1 | -6 | -22 |
| CCC(C(=O)Nc1ccccc1-c1ccccc1)c1ccccc1 (stereo unspecified) | · | -4 |
| COC(=O)c1cccc(NC(=O)c2ccc3c(c2)C(=O)N(CC2CCCO2)C3=O)c1 (stereo unspecified) | · | 20 |
| Cc1cc(NC2CCCCC2)nc(N2CCOCC2)n1 | -22 | 5 |
| Cc1nc(C)c(C(=O)OCC(=O)N2CCN(c3ccccc3)CC2)s1 | -6 | -9 |
| Cc1cc(C)c2cc(CN(Cc3ccco3)C(=O)NCc3ccccc3)c(=O)[nH]c2c1 | 5 | 8 |
| N/C(=N\OC(=O)Cc1ccc(-c2ccccc2)cc1)c1cccc([N+](=O)[O-])c1 | · | 11 |
| Cc1cc2nc(C)n(CCCNC(=O)Nc3ccccc3)c2cc1C | · | 2 |
| COc1ccc(C(=O)Nc2nc3ccccc3[nH]2)cc1OC | -5 | -16 |
| COC(=O)C(C)Sc1nnc(Cc2cc(=O)[nH]c(=O)[nH]2)n1-c1cc(C)ccc1C (stereo unspecified) | 1 | 10 |
| COc1ccc(CN2CCN(C(=O)c3cccs3)CC2)cc1 | -16 | 5 |
| CC(=O)Nc1ccc(-c2nn3c(C)nnc3s2)cc1C | -5 | · |
| Cn1c(=NC(=O)CN2C(=O)C3CC=CCC3C2=O)sc2ccccc21 (stereo unspecified) | -2 | -9 |
| COc1cc(C2C(C(=O)N3CCOCC3)=C(C)NC3=C2C(=O)CCC3)ccc1OC(C)=O (stereo unspecified) | -10 | 14 |
| Cc1noc(C)c1COC(=O)c1ccc2ccccc2n1 | -34 | -13 |
| Cc1cccc(CC(=O)Nc2c3c(nn2-c2cccc(Cl)c2)CS(=O)C3)c1 (stereo unspecified) | -4 | -9 |
| Cc1cc(CN2CCCCC2)oc1C(=O)O | · | 12 |

Shown field by field: entries from further up
smiles: Cc1cc(NC2CCCCC2)nc(N2CCOCC2)n1
  RT RNaseH block: -22 | RmlC RmlD mix: 5

smiles: Cc1nc(C)c(C(=O)OCC(=O)N2CCN(c3ccccc3)CC2)s1
  RT RNaseH block: -6 | RmlC RmlD mix: -9

smiles: Cc1cc(C)c2cc(CN(Cc3ccco3)C(=O)NCc3ccccc3)c(=O)[nH]c2c1
  RT RNaseH block: 5 | RmlC RmlD mix: 8

smiles: N/C(=N\OC(=O)Cc1ccc(-c2ccccc2)cc1)c1cccc([N+](=O)[O-])c1
  RT RNaseH block: · | RmlC RmlD mix: 11

Further structures follow.
| mol | RT RNaseH block | RmlC RmlD mix |
| --- | --- | --- |
| Cc1noc(C)c1C(=O)N1CCN(Cc2ccccc2)CC1 | · | 9 |
| Cn1ncc(Br)c1C(=O)OCC(=O)Nc1nc(-c2ccccc2)cs1 | · | -7 |
| O=C(CN(Cc1ccco1)C(=O)c1cc(=O)[nH]c2ccccc12)Nc1ccccc1Br | -2 | -8 |
| CCN(CC)S(=O)(=O)c1ccc2[nH]cc(C(=O)NCCN3CCCCCC3)c(=O)c2c1 | 6 | · |
| O=C(CCn1nc(-c2ccc(Cl)cc2)c2ccccc2c1=O)NCCN1CCOCC1 | · | -18 |
| Cc1ccc2c(Cl)c(C(=O)Nc3cc(C)on3)sc2c1 | · | 0 |
| COc1ccc(-c2cc(C(=O)Nc3nc4c(C)cccc4s3)c3ccccc3n2)cc1OC | · | -39 |
| COc1ccc(-c2noc(-c3ccccc3F)n2)cc1 | -12 | 10 |
| Cc1cccc(OCc2nnc(SCc3cc(=O)n4cc(Br)ccc4n3)o2)c1 | -33 | -2 |
| COc1ccc(-c2csc(N3CCC(c4ccccc4)C3)n2)cc1 (stereo unspecified) | · | 5 |
| Cc1cc(NC(=O)c2ccc3nc(-c4ccccc4)c(-c4ccccc4)nc3c2)no1 | 24 | -16 |
| CCC(Sc1nnnn1-c1ccccc1)C(=O)NC(C)c1ccccc1 (stereo unspecified) | -1 | -6 |
| O=C(Cc1ccc(Cl)cc1)Nc1ccccc1CO | -6 | 24 |
| O=C(O)CP(=O)(O)O | · | -6 |
| O=C(CN1CCC(n2nnc3cc(F)ccc32)CC1)NCCc1ccccc1 | · | 22 |
| O=C(CCCn1c(=S)[nH]c2ccccc2c1=O)N1CCCCC1 | -27 | -9 |
| CCOC(=O)c1ccc(N2Cc3ccccc3C2)cc1O | 18 | 3 |
| Cc1cc(C(=O)COC(=O)Cn2cnc3c2c(=O)n(C)c(=O)n3C)c(C)n1C | -7 | -8 |
| CCOC(=O)C(C)Sc1ncnc2c1nnn2-c1ccc(F)cc1 (stereo unspecified) | -10 | -8 |
| CCC(Sc1nnnn1-c1ccccc1)C(=O)Nc1nc2ccccc2s1 (stereo unspecified) | · | 3 |
| O=C(NC1CCCCCC1)C1CCCN(S(=O)(=O)c2cccs2)C1 (stereo unspecified) | -4 | 80 |
| CCCCC[C@H](O)/C=C/[C@H]1[C@H](O)CC(=O)[C@@H]1CCCCCCC(=O)O | · | -2 |
| Cc1ccccc1Nc1nnc(C)c(=O)n1N | · | 8 |
| c1ccc2c(CCNc3ncnc4nc[nH]c34)cccc2c1 | · | -14 |
| COc1ccc(C2CC(c3ccccc3)=NN2C(=O)c2cccs2)cc1 (stereo unspecified) | · | -9 |
| Fc1ccc(-c2nc3nc4ccccc4nc3n2Cc2ccco2)cc1 | -2 | -7 |
| CC(=O)c1cc2c(cc1NC(=O)CSc1nnc(C)s1)OCO2 | -20 | 8 |
| CCOC(=O)N1CCN(CCC(=O)Nc2ccc(OC(F)(F)F)cc2)CC1 | 5 | -16 |
| CCc1nc2ccccc2c(C(=O)OCC(=O)Nc2cccc(S(=O)(=O)N3CCOCC3)c2)c1C | · | 6 |
| O=C(Cc1ncc(C(F)(F)F)cc1Cl)N1CCN(c2ccc(F)cc2)CC1 | · | -10 |
| Cn1c(=O)cc(OCCCC(=O)N2CCCCC2)c2ccccc21 | -69 | -14 |
| CCCCN(C)C(=O)c1ccc(CS(=O)(=O)c2ccccc2C)o1 | -4 | -4 |
| CSc1nc2ccccc2cc1/C=C(\C#N)c1cccc(Cl)c1 | · | -43 |
| O=C(CCCCCN1C(=O)c2ccccc2C1=O)Nc1ccc(S(=O)(=O)N2CCCCC2)cc1 | -6 | -6 |
| O=C(O[C@@H]1OC2COC(=O)c3cc(O)c(O)c(O)c3-c3c(cc(O)c(O)c3O)C(=O)O[C@@H]([C@H]1O)[C@@H]2O)c1cc(O)c(O)c(O)c1 | · | 3 |
| COc1ccc(C(=O)Nc2ccc3[nH]c(-c4cccc(OC)c4)cc(=O)c3c2)cc1 | · | ? |
| O=C(Cc1cccs1)Nc1nnc(SCC(=O)N2CCCCC2)s1 | 0 | -7 |
| CCN(CC)CCCN(C(C)=O)c1nc(-c2cc(OC)ccc2OC)cs1 | -29 | -11 |
| O=C(c1csc2ccccc12)N1CCN(c2ccc(Cl)c(Cl)c2)CC1 | · | -15 |
| COc1ccc(-c2nnc3sc(-c4ccco4)nn23)cc1OC | 1 | -1 |
| O=C(c1ccccc1S(=O)(=O)NCc1ccccc1)N1CCCCC1 | -7 | 1 |
| CSCCC(NS(=O)(=O)c1ccc(Cl)cc1)C(=O)OCC(=O)N1CCOCC1 (stereo unspecified) | -1 | 7 |
| CCNC(=O)C1CCN(S(=O)(=O)c2ccc(F)cc2)CC1 | -7 | 11 |
| CCC(=O)Nc1nc2ccccc2n1Cc1ccc(C)cc1 | -68 | -8 |
| CC1=C(C)CC2C(=O)N(Cc3ccccc3)C(=O)C2C1 (stereo unspecified) | · | -3 |
| CCc1cc2c(=O)c(-c3nc4ccccc4n3C)c(C)oc2c(CN(CC)CC)c1O | · | 13 |
| COC(=O)Nc1ccc2c(c1)N(C(=O)CCN1CCN3CCCC3C1)c1ccccc1CC2 (stereo unspecified) | -6 | · |
| CCOc1ccc(C(=O)Nc2nncs2)cc1OCC | 0 | 6 |
| CC1CCCCN1CCNC(=O)C1CCN(S(=O)(=O)c2cccc3cccnc23)CC1 (stereo unspecified) | 3 | -13 |
| CCOC(=O)C1CCN(CC(O)COc2ccc(C(C)(C)CC)cc2)CC1 (stereo unspecified) | 4 | -12 |
| CCOc1cc(C(N)=O)cc(OCC)c1OCC | 1 | 12 |
| Cc1ccc2c(c1)[C@@H]1CN(C)CC[C@@H]1N2S(=O)(=O)c1ccc([N+](=O)[O-])cc1 | · | 8 |
| O=C(c1cccc(F)c1)N1C2C=CC(C2)C1(C(F)(F)F)C(F)(F)F (stereo unspecified) | -16 | 7 |
| CCCCC1=CC2=C(c3ccco3)C(=O)C(C)(OC(=O)c3ccc(OC)cc3)C(=O)C2=CN1CCCN(CC)CC (stereo unspecified) | · | 7 |
| Cn1c(=O)oc2cc(S(=O)(=O)N3CCc4ccccc4C3)ccc21 | -8 | -5 |
| COC(=O)c1c(NC(=O)c2ccc(C)c(S(=O)(=O)Nc3ccccc3C)c2)sc2c1CCCC2 | · | -57 |
| O=C(c1cn(-c2ccccc2)nc1-c1cccs1)N1CCN(c2ccc(F)cc2)CC1 | · | 4 |
| Cc1ccccc1NC(=O)NCCCN1CCN(c2ccccc2)CC1 | · | -3 |
| O=C(Nc1ccc(Cl)cc1)N(Cc1cccs1)Cc1cccs1 | -17 | -9 |
| O=C(N/N=C/c1cccs1)C1CC(=O)N(c2ccccc2)C1 (stereo unspecified) | · | 9 |
| CC(C)OC(=O)CSc1ncnc2c1cnn2Cc1ccccc1 | -5 | -13 |
| Cc1cccc(-c2noc(CCCC(=O)N3CCOCC3)n2)c1 | · | 7 |
| COc1ccc(NC(=O)c2ccccc2C)c(OC)c1 | -19 | 3 |
